Source: PubChem BioAssay
TRPC6 inhibitor: mouse TRPC6 channel inhibition; hit rate 1.1% among 310,000; B-score at 10 µM; Q61143; AID 2553; HEK293-TRPC6, membrane potential dye, ACh-evoked depolarization; stronger effect = lower value;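 active = B-score under library mean minus 3 SD, initial fluorescence not abnormally high, positive integrated signal ratio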;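 also: B-score derived from integrated fluorescence ratio over the kinetic read; more negative B-score means stronger inhibition of depolarization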
Target sequence (Q61143 whole entry, looked up): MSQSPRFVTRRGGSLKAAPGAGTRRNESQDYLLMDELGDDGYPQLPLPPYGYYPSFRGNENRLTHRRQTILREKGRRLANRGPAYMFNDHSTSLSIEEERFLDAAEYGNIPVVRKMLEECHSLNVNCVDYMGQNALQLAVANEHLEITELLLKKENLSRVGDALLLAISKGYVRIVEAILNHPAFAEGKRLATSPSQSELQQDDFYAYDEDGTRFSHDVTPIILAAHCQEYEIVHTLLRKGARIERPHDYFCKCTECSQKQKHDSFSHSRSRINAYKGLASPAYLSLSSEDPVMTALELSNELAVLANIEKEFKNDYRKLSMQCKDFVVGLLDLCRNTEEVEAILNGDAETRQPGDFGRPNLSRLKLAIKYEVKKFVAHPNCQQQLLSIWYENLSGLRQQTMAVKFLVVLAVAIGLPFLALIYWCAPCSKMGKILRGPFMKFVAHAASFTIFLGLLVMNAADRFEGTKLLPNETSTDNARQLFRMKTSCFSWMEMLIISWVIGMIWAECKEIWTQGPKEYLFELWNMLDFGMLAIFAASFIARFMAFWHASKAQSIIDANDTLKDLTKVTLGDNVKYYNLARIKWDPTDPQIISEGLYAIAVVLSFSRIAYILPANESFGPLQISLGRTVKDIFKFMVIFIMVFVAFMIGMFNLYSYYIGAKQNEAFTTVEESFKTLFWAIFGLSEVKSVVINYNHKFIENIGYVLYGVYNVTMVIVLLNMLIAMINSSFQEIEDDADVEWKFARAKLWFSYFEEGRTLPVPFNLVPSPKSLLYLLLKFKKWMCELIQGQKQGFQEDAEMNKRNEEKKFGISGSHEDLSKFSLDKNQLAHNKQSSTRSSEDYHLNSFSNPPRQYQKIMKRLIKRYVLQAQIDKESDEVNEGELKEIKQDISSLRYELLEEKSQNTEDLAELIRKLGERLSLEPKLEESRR
Platelet DG rel: platelet dense granule release activity. inhibition, %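 (compounds screened at 7.5 µM in platelet-rich plasma)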. hit rate 0.22% among 300,000. human platelet-rich plasma, SFLLRN dense granule ATP release, luminescence;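 active = mean replicate score, as percent of positive control, at or above 50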
MrgX1 antag: human MrgX1 receptor antagonism, primary screen; Q96LB2; MRGX1-HEK293 calcium flux, Fluo-4, BAM8-22 antagonism; stronger effect = lower value; B-score at 10 µM; hit rate 1.3% among 310,000; AID 588676;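 active = calcium-response B-score plate-corrected more than 3 library SD below zero, starting fluorescence within 5 deviations, no agonist response on first addition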;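 also: peak minus trough fluorescence over baseline after final BAM8-22 challenge near maximal dose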
MrgX1 allo act: human MrgX1 positive allosteric modulation, primary screen; AID 588675; Q96LB2; hit rate 0.63% among 310,000; B-score at 10 µM; MrgX1-HEK293, Fluo-4 calcium flux, FDSS; stronger effect = higher value;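 active = plate-corrected calcium response at least 3 library SD above typical, normal starting fluorescence, not activating the receptor alone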;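 also: compound read alongside a low EC10 to EC30 dose of BAM8-22 agonist; peak minus trough fluorescence over baseline measured at the second addition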
MrgX1 agonist: human MrgX1 receptor agonism, primary screen; Q96LB2; MrgX1-HEK293 cells, Fluo-4 calcium fluorescence, agonist mode; stronger effect = higher value; B-score at 10 µM; hit rate 0.44% among 310,000; AID 588627;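 active = calcium response B-score plate-corrected fluorescence ratio at least 3 library SD, with starting fluorescence B-score inside 5 SD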
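System: HEK293 cells stably expressing human MrgX1 receptor; Dosing: test compound in the initial addition of three; Schedule: overnight plating, then 30 min 37 °C plus 30 min room-temperature dye loading; Detection: kinetic calcium dye fluorescence, Fluo-4 NW; Controls: per-plate positive and negative controls for Z′ factor.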
HIF activator: HIF pathway transcriptional activation | hit rate 0.32% among 300,000 | activation, % at 7.5 µM (by protocol) | U2OS HRE-luciferase reporter, luminescence; normalized: DMSO 0%, desferrioxamine 100%;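 active = mean activation of at least 10% of the iron chelator positive control signal, with at least half of replicates also reaching 10%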
TRPC4 block: inhibitors of mouse TRPC4 channel | hit rate 0.39% among 300,000 | AID 2247 | B-score at 10 µM | HEK293 TRPC4beta/mu-opioid, DAMGO-evoked Fluo4 calcium flux; stronger effect = lower value;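 active = B-score over 3 SD under the library average, no early fluorescence shift, positive overall ratio signal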
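test system = HEK293 cells with stable TRPC4beta plus mu-opioid receptor expression | detection = Fluo4 Ca2+ flux fluorescence | read-out = integrated fluorescence ratio relative to baseline, converted to per-well B score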
TRPC6 activator: activates the mouse TRPC6 cation channel; Q61143; HEK293-TRPC6 membrane potential dye fluorescence; stronger effect = higher value; B-score at 10 µM; hit rate 0.13% among 310,000;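 active = B-score of the integrated fluorescence ratio above library mean plus 3 SD, and starting fluorescence ratio within library mean plus 5 SD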;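 also: higher score means more depolarization so channel activation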
RGS4 pot: RGS4 potentiation or activation. B-score at 10 µM. hit rate 0.92% among 310,000. AID 463111. HEK293 M3R/inducible RGS4, carbachol calcium flux Fluo4; stronger effect = lower value;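 active = B-score of the integrated calcium signal more than 4 SD below the library mean, with starting fluorescence not abnormally high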;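 also: negative B-score means reduced calcium response which marks RGS4 activation or potentiation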
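test system = HEK293 cells with stable M3R and inducible RGS4 | schedule = recording 10 s baseline at 1 Hz, 100 s post-agonist | technique = Fluo4-AM (2 µM) calcium-flux fluorescence, kinetic read | measure = Agonist-evoked peak-minus-minimum fluorescence over baseline, integrated ratio, B score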
RGS4 block: inhibitors of human RGS4; P49798; B-score at 10 µM; hit rate 0.45% among 310,000; AID 463165; HEK293 M3R/RGS4 inducible, Fluo-4 calcium flux; stronger effect = higher value; triggered by carbachol at its EC20;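 active = B-score, a plate-corrected calcium signal, over three deviations above library mean, with baseline fluorescence within five deviations of library mean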;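 also: RGS4 expression induced by doxycycline in cells with stable M3 receptor; B-score is computed from the integrated fluorescence ratio over baseline after carbachol; higher B-score means a larger calcium signal and so more RGS4 inhibition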
Target sequence (P49798 whole entry, looked up): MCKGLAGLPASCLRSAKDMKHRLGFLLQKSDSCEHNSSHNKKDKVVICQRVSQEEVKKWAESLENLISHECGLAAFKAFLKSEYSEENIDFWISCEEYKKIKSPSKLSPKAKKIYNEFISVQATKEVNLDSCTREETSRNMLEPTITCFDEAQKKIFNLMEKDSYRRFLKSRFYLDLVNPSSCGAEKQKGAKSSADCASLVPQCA
SKKanGAS inh: SKKanGAS growth inhibition | hit rate 1.3% among 300,000 | inhibition, % at 7.5 µM | S. pyogenes SKKanGAS, kanamycin growth, BacTiter-Glo, 6 h | AID 1662;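 active = mean replicate score, as percent of positive control median, at least 50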;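 also: strain carries kanamycin resistance gene driven by streptokinase promoter and grows in 40 µg/ml kanamycin; loss of luminescence reflects streptokinase promoter inhibition or plain growth inhibition; 0% = median of DMSO wells and 100% = positive control at its reference dose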
An asterisk follows results filed as active; i = inactive. Rows are unselected. Share with any hit: about 6.1%.

SMILES | TRPC6 inhibitor | Platelet DG rel | MrgX1 antag | MrgX1 allo act | MrgX1 agonist | HIF activator | TRPC4 block | TRPC6 activator | RGS4 pot | RGS4 block | SKKanGAS inh
CCNC(=O)c1ccc(CSc2ccc(Cl)cc2)cc1 | i | -7 | i | i | i | 0.8 | i | i | i | i | -14
CCN(c1cccc(C)c1)S(=O)(=O)c1c(C)[nH]c(=O)[nH]c1=O | i | 2 | i | i | i | -0.3 | i | i | i | i | 4
Cc1cccn2c(=O)c(C=NCc3ccco3)c(Nc3ccc(SC(F)F)cc3)nc12 | i | 4 | i | i | i | 0.4 | i | i | i | i | 14
Cc1ccn2cc(CNC(=O)c3ccc(Br)o3)nc2c1 | i | 2 | i | i | i | -0.1 | i | i | i | i | 2
O=C1NN(c2ccc(F)cc2)C(=O)/C1=C\C=C\c1ccco1 | i | 4 | i | i | i | -0.3 | i | i | i | i | -8
CCOc1ccc(C(=O)CN2CCN(S(=O)(=O)c3ccc(Br)cc3)CC2)cc1 | i | -3 | i | i | i | 0.3 | i | i | i | i | 1
O=C(O)CSCC(=O)Nc1ccccn1 | i | -7 | i | i | i | 0.6 | i | i | i | i | 5
CCNC(=O)c1c(C)nc2ccccn12 | i | 6 | i | i | i | -0.2 | i | i | i | i | -2
c1ccc(-c2nn[nH]n2)nc1 | i | 2 | i | i | i | -0.6 | i | i | i | i | -1
CSc1nc2nc(C)cc(-c3ccccc3)n2n1 | i | 5 | i | i | i | -0.3 | i | i | i | i | -14
O=C1CCC([N+](=O)[O-])C(c2ccc(Cl)cc2)N1 (stereo not drawn) | i | -5 | i | i | i | 0.1 | i | i | i | i | 11
COc1ccc2cc(C(=O)C3CCCN(Cc4cnc(C)s4)C3)ccc2c1 (stereo not drawn) | i | -2 | i | i | i | 0.0 | i | i | i | i | 3
CCN1CCN(c2nc3ccccn3c(=O)c2C=O)CC1 | i | 2 | i | i | i | -0.8 | i | i | i | i | -1
CCc1ccc(CNC(=O)C2CCN(S(=O)(=O)N3CCCC3)CC2)cc1 | i | 1 | i | i | i | 0.0 | i | i | i | i | -1
CCCS(=O)(=O)c1c(S(=O)(=O)CCC)c2cc(-c3ccncc3)ccn2c1C(=O)OC | i | 2 | i | i | i | 0.6 | i | i | i | i | 3
CCn1ncc(CNC(=O)CCCSc2nc(-c3ccco3)cc(C(F)(F)F)n2)c1C | i | -2 | i | i | i | -0.3 | i | i | i | i | -2
COc1ccc(CCNS(=O)(=O)c2cc(C(=O)O)c(Cl)cc2Cl)cc1 | i | 0 | i | i | i | 0.5 | i | i | i | i | -1
COC(=O)c1cc(OC)c(OC)cc1NC(=O)Nc1ccc(OC)cc1OC | i | -4 | i | i | i | -0.1 | i | i | i | i | -1
CCNC(=S)N1CCN(Cc2ccc3c(c2)OCO3)CC1 | i | -7 | i | i | i | 0.2 | i | i | i | i | -1
CCOC(=O)N1CCN(C(=O)c2cccc(S(=O)(=O)Nc3ccc(Br)cc3)c2)CC1 | -9* | -1 | i | i | i | -0.1 | i | i | i | i | -6

A draw from above in order of length of the SMILES, ascending:
SMILES | TRPC6 inhibitor | Platelet DG rel | MrgX1 antag | MrgX1 allo act | MrgX1 agonist | HIF activator | TRPC4 block | TRPC6 activator | RGS4 pot | RGS4 block | SKKanGAS inh
O=C1CCC([N+](=O)[O-])C(c2ccc(Cl)cc2)N1 (stereo not drawn) | i | -5 | i | i | i | 0.1 | i | i | i | i | 11
CCOC(=O)N1CCN(C(=O)c2cccc(S(=O)(=O)Nc3ccc(Br)cc3)c2)CC1 | -9* | -1 | i | i | i | -0.1 | i | i | i | i | -6
CCCS(=O)(=O)c1c(S(=O)(=O)CCC)c2cc(-c3ccncc3)ccn2c1C(=O)OC | i | 2 | i | i | i | 0.6 | i | i | i | i | 3

Continuation:
SMILES | TRPC6 inhibitor | Platelet DG rel | MrgX1 antag | MrgX1 allo act | MrgX1 agonist | HIF activator | TRPC4 block | TRPC6 activator | RGS4 pot | RGS4 block | SKKanGAS inh
COc1ccc(NS(=O)(=O)c2ccc(OC)c(OC)c2)cc1OC | i | 3 | i | i | i | -0.8 | i | i | i | i | -1
O=C1NCCN1Cc1ccc(Cl)cc1 | i | 4 | i | i | i | -0.3 | i | i | i | i | -3
CC(C)CC(NC(=O)c1ccccc1NC(=O)c1ccccc1)C(=O)O (stereo not drawn) | i | 15 | i | i | i | 369* | i | i | i | i | -6
Cc1ccc([N+](=O)[O-])c(OCCN2C(=O)NC(C)(C)C2=O)c1 | i | 2 | i | i | i | -0.3 | i | i | i | i | -5
COc1ccc2c(c1)nc(SCC(O)c1ccccc1)n2C (stereo not drawn) | i | 4 | i | i | i | -0.2 | i | i | i | i | -3
CCC1(c2ccccc2)NC(=O)N(CC(=O)N(C)CC(=O)Nc2ccc(F)c(F)c2F)C1=O (stereo not drawn) | i | -7 | i | i | i | -0.3 | i | i | i | i | -1
COc1ccc(C(=O)NC(=S)Nc2nc(-c3ccc(OC)c(Br)c3)cs2)cc1Br | i | 0 | i | i | i | -0.1 | i | i | i | i | 1
Cc1cccc(N2CCN(C(=O)N3CCCCC3)CC2)c1C | i | 5 | i | i | i | 0.2 | i | i | i | i | 5
O=C(CNC(=O)c1ccc(Br)o1)NC1CCCCC1 | i | 5 | i | i | i | 0.5 | i | i | i | i | 26
CCCOc1ccc(C2C(C(=O)c3ccc(C)o3)=C(O)C(=O)N2CCN2CCOCC2)cc1OC (stereo not drawn) | i | 1 | i | i | i | 0.1 | i | i | i | i | -6
CCn1c(Cc2ccccc2)nnc1SCC(=O)Nc1ccc(N2CCOCC2)c(Cl)c1 | i | 7 | i | i | i | -0.4 | i | i | i | i | 1
COc1cc(C)c(CN2CCC(n3nccc3NC(=O)C3CC3)CC2)cc1C | i | -8 | i | i | i | -0.4 | i | i | i | i | 1
S=C(NCc1ccc(Cl)cc1)N1CCN(c2ccccn2)CC1 | i | 3 | i | i | i | 0.0 | i | i | i | i | 14
Cc1cccc(C(C)C)c1NC(=O)CN(C)Cc1cccc(F)c1 | i | 5 | i | i | i | -0.4 | i | i | i | i | -2
O=C(N/N=C/c1c(O)ccc2ccccc12)c1ccc[n+](CCO)c1 | i | 0 | i | i | i | -0.4 | i | i | i | i | 1
COc1ccc(CC(=O)Nc2cc(C)ccn2)cc1OC | i | 3 | i | i | i | 0.0 | i | i | i | i | -5
Cc1cccn2c(=O)c(C=Nc3ccccc3)c(NCc3ccco3)nc12 | i | 1 | i | i | i | 1.0 | i | i | i | i | 11
CC(=O)Nc1ccc(S(=O)(=O)N2CCN(c3ccc([N+](=O)[O-])c(NCCN4CCOCC4)c3)CC2)cc1 | i | -4 | i | i | i | -0.1 | i | i | i | i | -15
COc1ccc(O)c(/C=C2/SC(=S)N(Cc3ccccc3)C2=O)c1 | i | 4 | -5.1* | i | i | -0.5 | i | i | i | i | 13
COc1ccc(-n2nnnc2-c2ccccc2)cc1 | i | 2 | i | i | i | 0.2 | i | i | i | i | -9
CCN1CCN(CC(=O)NC2CCCC2)C(=O)C1=O | i | 6 | i | i | i | -0.3 | i | i | i | i | 0
Cc1ccc(S(=O)(=O)N(C)/N=C/c2ccc(C(=O)O)cc2)cc1 | i | 3 | i | i | i | 0.3 | i | i | i | i | -3
Cc1nn(S(=O)(=O)N2CCOCC2)c(C)c1Br | i | -10 | i | i | i | -0.1 | i | i | i | i | -12
CCCCCN(C(=O)CCC(=O)OCC(=O)N(C)Cc1ccc(C)cc1)c1c(N)n(CCCC)c(=O)[nH]c1=O | i | 11 | i | i | i | -0.1 | i | i | i | i | 1
N=C1C(c2nc3ccccc3[nH]2)=C(O)CN1NC(=O)c1c[nH]c2ccccc12 | i | 0 | i | i | i | 0.4 | i | i | i | i | -14
COc1cc(C(=O)N=c2sc3c(C)ccc(OC)c3n2C)cc(OC)c1OC | i | 1 | i | i | i | 0.1 | i | i | i | i | 11
CS(=O)(=O)N(CCc1ccccc1)CC(=O)NCc1cccnc1 | i | 4 | i | i | i | -0.5 | i | i | i | i | -9
CC(C)(C)Nc1nc(C(N)=O)nc(N2CCOCC2)n1 | i | 0 | i | i | i | -0.7 | i | i | i | i | 0
C=CCOC(=O)C1=C(C)NC2(O)c3ccccc3C(=O)C12O (stereo not drawn) | i | 2 | i | i | i | -0.2 | i | i | i | i | -15
O=C(COc1ccccc1Cl)NCc1nc(-c2ccccc2)no1 | i | 16 | i | i | i | -0.6 | i | i | i | i | -10
Cc1cccc(N2CCN(Cc3cn(C)nc3-c3ccccc3F)CC2)n1 | i | -2 | i | i | i | 1.2 | i | i | i | i | -11
CCn1c(SCC(=O)c2cccs2)nnc1-c1ccco1 | i | -2 | i | i | i | 1.3 | i | i | i | i | -6
CC1CCc2nc(NC(=O)C3COc4ccccc4O3)sc2C1 (stereo not drawn) | i | -2 | i | i | i | -2.6 | i | i | i | i | -4
O=C(Nc1ccc(OCC(=O)N2CCN(S(=O)(=O)c3ccccc3)CC2)cc1)c1ccco1 | i | 7 | i | i | i | 0.5 | i | i | i | i | -7
Cc1ccccc1Cn1c(C(C)O)nc2ccccc21 (stereo not drawn) | i | -37 | i | i | i | -0.2 | i | i | i | i | -5
Cc1nn(CC(=O)NC2CCC(C)CC2)c(=O)c(C#N)c1C (stereo not drawn) | i | -6 | i | i | i | -0.1 | i | i | i | i | 3
COc1cc(OC)cc(C(=O)NCC(=O)OCC(=O)N2c3ccccc3NC(=O)C2(C)C)c1 | i | 10 | i | i | i | -0.5 | i | i | i | i | -1
COc1ccc(N(C)S(=O)(=O)c2ccc3c(c2)NC(=O)CO3)c(OC)c1 | i | 2 | i | 7* | i | -0.3 | i | i | i | i | -7
Cc1cc(C(=O)N/N=C2\CCCc3ccccc32)c(C)o1 | i | -11 | i | i | i | 0.2 | i | i | i | i | -1
Cc1ccc(S(=O)(=O)NC(C)C(=O)NC2CC2)cc1 (stereo not drawn) | i | -1 | i | i | i | -0.7 | i | i | i | i | -2
CCC(=O)NC(NC(=O)CC)C(Cl)Cl | i | 1 | i | i | i | -0.4 | i | i | i | i | -4
CN(CC(=O)Nc1ccc(Cl)cc1)C1CCCCC1 | i | 11 | i | i | i | 1.2 | i | i | i | i | 0
Cc1ccc(S(=O)(=O)N2CCC(C(=O)N[C@@H](C)C(=O)NC3CCCCC3)CC2)cc1 | i | -6 | i | i | i | 0.0 | i | i | i | i | -8
